Compound activity deposited in PubChem BioAssay by National Center for Advancing Translational Sciences (NCATS).
FEN1 inh: human FEN1 inhibition. AID 588795. Potency, µM (top dose mostly 114 µM), without a hit: at the top dose activity change, negative = inhibition, most hits filed as inhibitors. 0.35% of 390,000 active. P39748. Recombinant FEN1 flap cleavage, fluorescence, 15 min; also: nearly all actives have a fitted effect of over 65% in size
Target sequence (P39748 whole entry, looked up): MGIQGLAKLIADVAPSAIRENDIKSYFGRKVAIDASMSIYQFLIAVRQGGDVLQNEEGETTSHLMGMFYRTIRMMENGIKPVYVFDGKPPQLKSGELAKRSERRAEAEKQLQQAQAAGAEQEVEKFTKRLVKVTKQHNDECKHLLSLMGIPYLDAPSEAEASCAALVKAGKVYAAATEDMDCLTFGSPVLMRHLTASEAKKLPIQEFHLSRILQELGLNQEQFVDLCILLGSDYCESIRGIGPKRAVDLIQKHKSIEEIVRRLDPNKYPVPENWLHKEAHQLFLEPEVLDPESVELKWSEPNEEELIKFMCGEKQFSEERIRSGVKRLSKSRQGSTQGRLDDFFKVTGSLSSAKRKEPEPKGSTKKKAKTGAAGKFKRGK
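Nuclease activity of 10 nM FEN1 was measured after 15 min of room-temperature exposure to titrated compounds, by adding 50 nM flap substrate and reading plates at 0 and 15 min.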
TDP1 block: inhibitors of human tyrosyl-DNA phosphodiesterase TDP1 | Potency, µM (titrated, usually from 130 µM), for inactives: top-dose activity change, negative = inhibition, most hits filed as inhibitors | recombinant TDP1, AlphaScreen DNA substrate cleavage | Q9NUW8 | 0.28% of 350,000 active; also: nearly all actives have a fitted effect of over 40% in size
Target sequence (Q9NUW8 whole entry, looked up): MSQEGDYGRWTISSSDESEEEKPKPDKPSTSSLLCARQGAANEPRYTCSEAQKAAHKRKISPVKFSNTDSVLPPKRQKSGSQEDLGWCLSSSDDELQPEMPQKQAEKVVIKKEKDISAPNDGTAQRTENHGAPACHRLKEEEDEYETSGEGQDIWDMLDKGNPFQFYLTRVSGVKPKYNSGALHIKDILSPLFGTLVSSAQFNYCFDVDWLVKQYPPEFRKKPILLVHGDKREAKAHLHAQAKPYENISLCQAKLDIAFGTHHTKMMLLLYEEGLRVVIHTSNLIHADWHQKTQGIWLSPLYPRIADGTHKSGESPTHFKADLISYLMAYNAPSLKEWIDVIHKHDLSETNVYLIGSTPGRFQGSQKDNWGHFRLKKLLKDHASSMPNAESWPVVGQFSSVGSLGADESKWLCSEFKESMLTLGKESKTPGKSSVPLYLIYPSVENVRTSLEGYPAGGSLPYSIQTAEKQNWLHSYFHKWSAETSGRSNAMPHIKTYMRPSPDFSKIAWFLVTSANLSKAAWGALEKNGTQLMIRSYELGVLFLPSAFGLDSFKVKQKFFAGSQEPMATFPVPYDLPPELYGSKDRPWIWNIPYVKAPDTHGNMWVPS
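E. coli-derived human Tdp1, 1 nM final. Cpd preinc 15 min RT; substrate 15 nM final, 5 min RT; AS bead mix 10 ug/ml final, 10 min RT. Signal loss = tyrosine-FITC cleavage. No-enzyme wells = max signal.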
N370S GC: inhibitors or activators of N370S glucocerebrosidase for Gaucher disease. P04062. N370S GC spleen homogenate, 4MU-glucoside fluorescence. Potency, µM (series often up to 59.4 µM), for inactives: top-dose activity change, negative = inhibition, usual class: inhibitors. 0.092% of 330,000 active. AID 2101;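 also: 0% = full enzyme activity and -100% = no enzyme basal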
Starred values were filed as active, the others as inactive; ? = inconclusive; · = no result given; & = joins results of further samples; [ ] = dose if it differs, or a comment. Calls follow the shape of the dose curve; as a rule, active = well fitted curve in the direction sought with a large enough effect; inconclusive = small, poorly fitted or top-dose-only effect, or another doubt; inactive = no such curve, though single readings can be large; an effect the other way counts as inactive or inconclusive. Unless noted, % is scaled to controls: 0 for no effect and ±100 for the full control effect; potency is read from the fitted curve at half-maximal effect. No enrichment for hits; 0.53% or so of the library scored in one or more.

The line under a structure holds: FEN1 inh	TDP1 block	N370S GC
> Cc1ccc(OCC(=O)N/N=C\c2ccc(C)o2)c([N+](=O)[O-])c1
→ -5.4%	2.5%	6.6%
> COc1cc(NC(=O)CCCc2nnc3n(C)c(=O)c4sccc4n23)cc(OC)c1OC
→ ?	7.7%	·
> O=C(COc1ccccc1)Nc1nn[nH]n1
→ 12.7%	11.6%	4.8%
> O=C(CCNc1cccc(Cl)c1)c1ccco1
→ -4.6%	5.2%	2.5%
> Cc1sc2nc[nH]c(=S)c2c1-c1ccccc1
→ 4.8%	9.2%	17.9%
> CCN1CCc2c(sc(NC(=O)c3ccc(S(=O)(=O)N(C)C4CCCCC4)cc3)c2C(N)=O)C1
→ -7.6%	5.2%	·
> COc1cccc2cc(C(=O)Nc3cc(C)cc(C)c3)/c(=N/NS(=O)(=O)c3ccccc3)oc12
→ 21.2%	2.9%	0.3%
> Cc1ccc(C)c(NC(=O)c2sc(Cl)nc2-c2ccccc2)c1
→ 1.1%	-11.7%	-13.0%
> CCOC(=O)c1ccc(NC(=O)Cn2nc(C)c3ccccc3c2=O)cc1
→ 4.2%	·	-4.4%
> Cc1nc(N2CCCCC2)sc1C(=O)c1ccc(Cl)c([N+](=O)[O-])c1
→ ·	10.1%	13.8%

Continued, starting with the last 2 of the part before.
The line under a structure holds: FEN1 inh	TDP1 block	N370S GC
> CCOC(=O)c1ccc(NC(=O)Cn2nc(C)c3ccccc3c2=O)cc1
→ 4.2%	·	-4.4%
> Cc1nc(N2CCCCC2)sc1C(=O)c1ccc(Cl)c([N+](=O)[O-])c1
→ ·	10.1%	13.8%
> CCc1nonc1NC(=O)c1oc2ccc(F)cc2c1C
→ 11.8%&19.3%	1.3%&0.0%	-0.1%
> CC1=C(C(=O)Nc2cc(C)ccc2C)C2(CCCCCC2)OC1=O
→ 13.7%	5.0%	·
> COc1ccc(CC(=O)NC2CCCc3ccccc32)cc1 (stereo not given)
→ 4.4%	0.0%	1.6%
> Cc1noc(C)c1NC(=O)Nc1ccc2c(c1)C(=O)N([C@H](C)CO)C[C@H](C)[C@@H](CN(C)C(=O)Nc1c(C)noc1C)O2
→ 22.2%	0.9%	·
> COc1cccc(C(=O)NC2CCCc3c2cnn3-c2cc(C)cc(C)c2)c1 (stereo not given)
→ -23.4%	5.1%	-1.1%
> O=CNCCc1nc2ccccc2n1CCc1ccccc1
→ 5.9%	·	0.3%
> Cc1nonc1C(=O)N/N=C/c1ccncc1
→ -6.7%	0.0%	0.8%
> Cc1coc2c1c(C)cc1oc(=O)c(CC(=O)NCc3ccc(Cl)cc3)c(C)c12
→ -2.5%	-2.3%	·
> COC(=O)c1cncc(O)c1
→ -1.3%	0.0%	-6.1%
> CCC1=C2CC[C@H]3C(=O)N(CC)C(=O)[C@H]3[C@H]2[C@@]2(C)C(=NCC(=O)OC)OC(=O)N2C1=O
→ ·	2.1%	0.4%
> FC(F)(F)c1cccc(-n2c(Cn3nnc4ccccc43)n[nH]c2=S)c1
→ 9.1%	4.1%	6.7%
> O=[N+]([O-])c1ccc(/C=N/NC2=NS(=O)(=O)c3ccccc32)cc1
→ 5.0%	-9.3%	5.2%
> COc1ccc(CCNc2oc(-c3ccc(OC)c(OC)c3)nc2C#N)cc1
→ ?	1.0%	-4.4%
> Cc1cccc([C@@H]2[C@@H]3C(=O)N(Cc4ccccc4)C(=O)[C@@H]3[C@]3(C)C(=O)N(c4ccc(Br)cc4)C(=O)N23)c1
→ 4.6%	·	-4.2%
> Cn1cncc1C#Cc1ccc2cc(C(C)(C)O)oc(=O)c2c1
→ 5.4%	1.1%	·
> Cc1ccc(-c2onc3ccc(Br)cc23)cc1
→ 0.8%	·	-0.2%
> CC(=O)c1cccc(Nc2ccc3cc(S(=O)(=O)N4CCCC4)ccc3n2)c1
→ -18.6%	7.9%	·
> CC(=O)Nc1ccc(NC(=O)C(C)OC(=O)C2(c3ccc(Cl)cc3)CCCC2)cc1 (stereo not given)
→ 0.0%	2.7%	-8.2%
> CCOc1cccc(C2/C(=C(/O)c3ccc4c(c3)CC(C)O4)C(=O)C(=O)N2CCN2CCOCC2)c1 (stereo not given)
→ 6.7%	2.9%	-15.8%
> c1ccc2c(c1)CCN(c1nc3cc4c(cc3s1)OCO4)C2
→ -10.7%	9.1%	11.1%
> CCCCC1=CC2=CC(=O)C(C)(OC(=O)CC)C(=O)C2=CN1Cc1ccc(OC)cc1 (stereo not given)
→ -16.4%	13.4%[12.3 µM]	6.2%[12.8 µM]
> NS(=O)(=O)c1ccc(CNC(=O)c2cnccn2)cc1
→ -3.2%	3.8%	-4.0%
> CCc1noc(C)c1C(=O)N1CCN(S(=O)(=O)c2cccs2)CC1
→ 6.8%	-1.0%	-9.3%
> CCCCn1c(-c2c(Cl)c(C)nn2C)n[nH]c1=S
→ -3.0%	0.0%	3.0%
> CCCCCCCCCCCCC1CO1 (stereo not given)
→ ·	3.1%	-2.0%
> CN(C)C(=O)[C@]1(C)C[C@H]1[C@H](NC(=O)CNC(=O)[C@@H]1CCCN1C(=O)[C@]1(C)C[C@H]1[C@H](NC(=O)OCc1ccccc1)c1ccccc1)c1ccccc1
→ ·	11.1%	7.6%
> Cc1ccc2nc(C)c(C(=O)N/N=C/c3cccs3)cc2c1
→ 2.4%	4.5%	5.1%
> CC(=O)N1CCC(N(CCN2CCOCC2)C(=S)Nc2ccc(C)cc2C)CC1
→ -7.7%	2.6%	-9.8%
> Cc1cccc(COCC(Cc2ccccc2)N2CCN(C(=O)c3cccc(Cl)c3)CCC2=O)c1 (stereo not given)
→ -1.3%	0.0%	7.6%
> CCCCCC(=O)Nc1ccc(-c2csc(C)n2)cc1
→ -9.0%	3.5%	11.2%
> N#Cc1cc2cc3c(cc2nc1SCC(=O)N1CCOCC1)OCCO3
→ -1.8%	·	-1.0%
> C/C(=N/Nc1nc(-c2ccccc2)cc(-c2ccc(F)cc2)n1)c1cccc(N)c1
→ -15.1%	5.3%	7.6%
> Cc1noc(NS(=O)(=O)c2ccc(NC(=O)CSc3nnc(-c4ccccc4)n3C3CCCCC3)cc2)c1C
→ 27.4%	4.5%	-6.6%
> CC(NC(=O)c1ccc(CSc2nc3ccncc3n2Cc2ccc(F)cc2)cc1)c1ccccc1 (stereo not given)
→ 10.9%	2.5%	·
> Cc1nc2ccccc2nc(C)c1=NO
→ 8.0%	-1.0%	-9.4%
> CCC(C(=O)OC)n1cnc2scc(-c3ccc(C)c(C)c3)c2c1=O (stereo not given)
→ -15.5%	·	-3.0%
> COc1ccccc1OC(C)C(=O)Nc1ccccc1C(=O)NCC1CCCO1 (stereo not given)
→ -2.4%	4.2%	-16.0%
> CCOc1cc(N2CCOCC2)c(OCC)cc1NC(=O)C(NC(=O)c1ccco1)C(C)C (stereo not given)
→ -9.3%	1.0%	2.4%
> Nc1c(Cl)ncnc1N/N=C/c1cccnc1
→ -18.4%	9.0%	-0.8%
> O=C(CCCOc1ccccc1)OCn1nnc2ccccc2c1=O
→ 16.9%	·	-4.6%

In a second layout: three of the compounds above
SMILES	FEN1 inh	TDP1 block	N370S GC
CC(=O)N1CCC(N(CCN2CCOCC2)C(=S)Nc2ccc(C)cc2C)CC1	-7.7%	2.6%	-9.8%
Cc1ccc(C)c(NC(=O)c2sc(Cl)nc2-c2ccccc2)c1	1.1%	-11.7%	-13.0%
CCN1CCc2c(sc(NC(=O)c3ccc(S(=O)(=O)N(C)C4CCCCC4)cc3)c2C(N)=O)C1	-7.6%	5.2%	·

The list continues:
The line under a structure holds: FEN1 inh	TDP1 block	N370S GC
> COc1cc(/C=C/C(=O)OCC(=O)Nc2nnc(-c3ccccc3)o2)cc(OC)c1OC
→ -17.0%	-0.1%	2.5%
> CN(C)S(=O)(=O)N1CCC(Oc2ccc(C(=O)NCCc3cscn3)cc2)CC1
→ 4.6%	0.9%	-6.0%
> CCCCN(C)C(=O)C(Cc1ccccc1)NS(=O)(=O)c1ccc2c(c1)CCC(=O)N2 (stereo not given)
→ 18.6%	3.9%	-9.7%
> N#C/C(=C\c1cccc([N+](=O)[O-])c1)C(=O)NCC1CCCO1 (stereo not given)
→ 4.1%	0.0%	2.3%
> COc1ccc(NC(=O)N2CCOc3ccc(Cl)cc32)cc1
→ -17.9%	3.9%	·
> Cc1ccc(Nc2cc(C(=O)NCc3cccs3)c3ccccc3n2)c(C)c1
→ 0.1%	0.0%	·
> COc1ccccc1/C=C1\CCCC2=C1Nc1nnnn1C2c1ccccc1OC (stereo not given)
→ -3.7%	-2.7%	3.7%
> COc1ccc(S(=O)(=O)N(C)C[C@H]2Oc3c(NC(=O)Nc4ccc5c(c4)OCO5)cccc3C(=O)N([C@H](C)CO)C[C@@H]2C)cc1
→ 6.6%	5.7%	·
> Cc1nc2ccccc2c(-c2ccccc2)c1CC(=O)O
→ 12.9%	2.7%	-8.8%
> CCOC(=O)c1[nH]cnc1C(=O)Nc1ccccn1
→ 3.6%	1.0%	5.8%
> Cc1ccc2nc(SCC(=O)Nc3ccc(Cl)cc3)nc(=O)n2c1
→ 3.6%	-0.1%	-20.9%
> CCC(=O)N1CCc2cc(CNC(=O)Nc3cc(C)ccc3C)ccc21
→ 19.0%	0.6%	·
> COC(=O)c1ccccc1NS(=O)(=O)c1ccc2c3c(cccc13)C(=O)N2
→ ?	-2.0%	-16.3%
> Cc1ccc(Nc2nc(N)nc(CSc3nncn3C)n2)cc1
→ 5.0%	5.9%[56.1 µM]	5.8%
> O=C(CCN1C(=O)/C(=C/c2cccs2)SC1=S)Nc1ccc(C(=O)O)cc1
→ ?	-9.7%	-2.2%
> COc1cccc(-c2cc(C(=O)Nc3cc(Cl)ccc3O)on2)c1
→ -4.5%	7.8%	·
> CCC(C)N(C(=O)COC(=O)c1cc([N+](=O)[O-])ccc1N)C1CCS(=O)(=O)C1 (stereo not given)
→ -3.8%	0.5%	-3.8%
> O=C(NNC(=O)c1ccc2ccccc2c1O)NC1CCCCC1
→ 16.1%	2.8%	?
> C=CCCC
→ ·	5.4%	-10.3%
> CCOC(=O)c1ccc(NC(=O)CC2C(=O)N(c3cccc(OC)c3)C(=O)N2CCOC)cc1 (stereo not given)
→ 4.5%	2.2%	4.8%
> O=C(CCCOc1ccc(Br)cc1)Nc1ccc(S(=O)(=O)N2CCOCC2)cc1
→ -26.1%	·	-12.0%
> Cc1ccc(Cn2c(Sc3ncccn3)nc3c2c(=O)[nH]c(=O)n3C)cc1
→ -13.6%	-3.3%	4.6%
> COc1ccccc1C1c2[nH]c3ccccc3c2CCN1Cc1ccc(NC(C)=O)s1 (stereo not given)
→ 1.4%	7.0%	-14.6%
> COc1cccc(-c2cc(C(F)(F)F)nc(NCc3ccco3)n2)c1
→ -4.0%	2.4%	-6.5%
> CC(C)(C)NC[C@H](O)COc1cccc2[nH]c(=O)[nH]c12
→ ·	9.9%[56.1 µM]	-4.5%
> Cc1nn(Cc2ccccc2Cl)c(C)c1C(=O)N(C)CC(=O)Nc1cccc(F)c1
→ 11.5%	2.5%	·
> CC1CC(C)CN(C(=O)COC(=O)C2CCN(S(=O)(=O)c3c(Cl)cccc3Cl)CC2)C1 (stereo not given)
→ -12.0%	-10.4%	-15.3%
> CC(C)NC(=O)CCCN1C(=O)CCn2nc(-c3cccn3C)cc21
→ -4.6%	3.0%	·
> CCC(=O)Nc1cc(ON=C(C)C)cc([N+](=O)[O-])c1
→ 5.8%	2.5%	-15.4%
> CCCCc1n[nH]c2c1/C(=N/O)CC(C)(C)C2
→ -0.2%	0.0%	13.7%
> CCOC(=O)c1c(-c2ccco2)csc1N
→ 4.1%	10.5%	-12.4%
> COC(C/C=C/[C@@H](O)COCc1ccccc1)OC
→ 18.6%	0.0%	-3.3%
> COc1ccc(C(C)=O)cc1COC(=O)CNC(=O)c1ccc(Cl)cc1
→ 15.3%	-1.9%	3.6%
> CCC(=O)N1c2ccccc2NC2=C(C(=O)CC(C)(C)C2)C1c1ccc(O)c(OC)c1 (stereo not given)
→ -4.4%	·	-3.8%
> CCC1=C(OC(=O)N(CC)CC)N2C(=O)OC(=NCCOC)[C@]2(Cc2ccccc2)[C@H]2C1=CC[C@H]1C(=O)NC(=O)[C@H]12
→ -1.5%	3.9%&2.4%	-9.8%&6.8%
> CCN(CC)P(=O)(c1ccccc1)c1c(C)nc2ccccn12 (stereo not given)
→ 14.0%	-3.7%[0.0935 µM]	-8.3%
> COc1cc(C(c2c(O)cc(C)[nH]c2=O)c2c(O)cc(C)[nH]c2=O)ccc1O
→ 6.8%	·	0.5%
> O=C(Nc1ccc2c(c1)OCO2)c1ccncc1
→ 5.2%	1.0%	3.2%
